Screening data deposited in PubChem by National Center for Advancing Translational Sciences (NCATS).
Nrf2 activator = activates Nrf2 signaling. AREc32 ARE-luciferase reporter (MCF7-derived line), luminescence, 24 h. Potency, µM (highest dose often 46.1 µM), for inactives: at the highest dose activation, usual class: activators. 410,000 compounds, 0.31% hits. AID 624171; further: potency means the concentration at half of the fitted maximal effect; % of control where 0% means no effect; nearly all actives have a fitted effect of over 65% in size
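Nrf2 activation is followed as ARE-luciferase induction in the AREc32 line after one day of compound treatment; luminescence is read with Steady-Glo.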
ATXN2 expr inh = reduces ATXN2 reporter expression in HEK-293 cells | HEK-293 ATXN2-luciferase reporter, luminescence, 24 h | Potency, µM (series often up to 57 µM), for the others: at the top dose activity change, negative = inhibition, usual class: inhibitors | 360,000 compounds, 0.72% hits | AID 1745845; further: potency means the concentration at half of the fitted maximal effect; on the % scale 0 is the no-effect control and ±100 the full control effect; nearly all actives have a fitted effect of over 55% in size
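ATXN2-luciferase reporter cells (luciferase flanked by upstream and downstream ATXN2 gene portions) were treated 24 h at 37 °C with compounds at up to 57 uM. SteadyGlo luminescence gave expression; GF-AFC fluorescence gave viability.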
IL2 activator = activators of IL-2. IL-2 activation reporter assay, cell-based qHTS; stimulated with anti-CD3/CD4/CD28 beads; in transgenic mouse T cells. activation, % (series mostly up to about 46 µM). 360,000 compounds, 0.065% hits; in the data active means activation above about 50%; inconclusive means mostly about 30% to 49%; further: 0% is about no effect
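Unstimulated transgenic mouse T cells preincubated 60 min with compound, then stimulated with anti-CD3/anti-CD4-coated beads plus anti-CD28 for 18 h at 37 degrees C. IL-2 response read as EGFP and DsRed fluorescence by plate cytometry.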
A549 viability = A549 cytotoxicity, counter-screen for Nrf2 inhibitors; A549 ARE-Fluc cells, CellTiter-Fluor viability, 18-24 h; Potency, µM (highest dose often 46 µM), inactives show top-dose activity change, negative = cytotoxicity, hits mostly inhibitors; 390,000 compounds, 0.16% hits; AID 504648; further: potency means the concentration at half of the fitted maximal effect; on the % scale 0 is the no-effect control and ±100 the full control effect
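A549 ARE-Fluc cells in 5% FBS OPTI-MEM, 5000 cells/well, rested 2 h then exposed to compounds in concentration-response for 18-24 h at 37 °C. Viability by CellTiter-Fluor fluorescence (Ex 405/Em 525) after 30 min; luciferase luminescence (BugLite, 15 min, RT) read afterwards.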
Nrf2 block = blocks Nrf2 signaling; A549 ARE-Fluc reporter, luciferase luminescence, 18-24 h; Potency, µM (doses to about 46 µM), without a hit: top-dose activity change, negative = inhibition, most hits filed as inhibitors; 360,000 compounds, 2.1% hits; further: potency means the concentration at half of the fitted maximal effect; on the % scale 0 is the no-effect control and ±100 the full control effect; nearly all actives have a fitted effect of over 60% in size
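In this cell-based qHTS, ARE-driven firefly luciferase in A549 cells reports Nrf2 activity; the luminescent signal after BugLite lysis is the measured value, with a prior CellTiter-Fluor read for cell health.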
EPAC2 agonist = EPAC2 (human) agonism | Q8WZA2 | EPAC2 activation, biochemical qHTS; response scale: 100% = 6.5 mM cAMP response | Potency, µM (titrated, usually from 154 µM), inactives show at the highest dose activation, actives largely listed as activators | 360,000 compounds, 0.079% hits; further: potency means the concentration at half of the fitted maximal effect; nearly all actives have a fitted effect of over 50% in size
Target sequence (Q8WZA2 whole entry, looked up): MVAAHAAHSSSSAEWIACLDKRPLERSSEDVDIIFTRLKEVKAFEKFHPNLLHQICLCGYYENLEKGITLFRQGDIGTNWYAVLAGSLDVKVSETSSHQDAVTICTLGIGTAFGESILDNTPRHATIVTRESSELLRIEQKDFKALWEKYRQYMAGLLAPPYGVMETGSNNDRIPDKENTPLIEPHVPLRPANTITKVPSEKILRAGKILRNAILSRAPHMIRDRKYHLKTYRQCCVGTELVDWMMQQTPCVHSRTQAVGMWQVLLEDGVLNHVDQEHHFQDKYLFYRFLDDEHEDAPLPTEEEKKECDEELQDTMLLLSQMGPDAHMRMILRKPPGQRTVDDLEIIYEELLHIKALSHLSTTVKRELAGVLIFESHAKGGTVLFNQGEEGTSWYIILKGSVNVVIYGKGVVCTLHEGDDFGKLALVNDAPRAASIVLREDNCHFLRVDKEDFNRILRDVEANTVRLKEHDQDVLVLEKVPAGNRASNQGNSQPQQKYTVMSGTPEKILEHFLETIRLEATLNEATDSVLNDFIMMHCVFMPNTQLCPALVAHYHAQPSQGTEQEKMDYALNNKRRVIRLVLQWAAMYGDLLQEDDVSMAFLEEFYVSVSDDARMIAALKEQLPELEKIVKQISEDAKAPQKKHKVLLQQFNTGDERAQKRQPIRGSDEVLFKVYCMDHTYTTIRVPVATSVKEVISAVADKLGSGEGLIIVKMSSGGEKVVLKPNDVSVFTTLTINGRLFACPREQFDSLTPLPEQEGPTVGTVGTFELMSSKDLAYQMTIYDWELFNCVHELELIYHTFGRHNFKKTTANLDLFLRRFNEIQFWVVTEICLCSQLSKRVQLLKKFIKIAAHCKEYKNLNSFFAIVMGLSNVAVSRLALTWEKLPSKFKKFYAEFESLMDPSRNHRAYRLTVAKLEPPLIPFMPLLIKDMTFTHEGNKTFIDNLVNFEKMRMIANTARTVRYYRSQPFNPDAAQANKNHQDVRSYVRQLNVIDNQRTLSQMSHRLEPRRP
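Guanine nucleotide exchange by EPAC2 is measured as reduced fluorescence of BODIPY-GDP once it is released from 250 nM Rap1B. Plates are read kinetically for 30 min at room temperature; results are scaled to 6.5 mM cAMP.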
S2 tox = reduces viability in counter-screen for ATXN expression inhibitors. 400,000 compounds, 0.49% hits. Potency, µM (highest dose often 56.7 µM), actives largely listed as cytotoxic. S2 cells (HEK-293 line with an ATXN2-luciferase reporter) viability, CellTiter-Fluor protease fluorescence, 24 h; further: potency means the concentration at half of the fitted maximal effect; nearly all actives have a fitted effect of over 40% in size
HepG2 viability = counter-screen for TGF-b inhibitors: cytotoxicity in HepG2 cells. HepG2 CAGA-GFP viability, ATP luminescence, 18 h. Potency, µM (highest dose often 46.1 µM), without a hit: top-dose activity change, negative = cytotoxicity, actives largely listed as cytotoxic. 410,000 compounds, 0.76% hits; further: potency means the concentration at half of the fitted maximal effect; some results filed as inactive show a strong effect at the top dose
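HepG2 CAGA-GFP cells (1000/well, DMEM with 1% FBS) received compound, then TGF-beta at 500 pg/mL final, and were incubated 18 hours at 37 degrees C. Viability was read by CellTiter-Glo luminescence. Media-only wells were set as complete cell-killing and DMSO as no toxicity.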
TGFb SMAD3 inh = inhibitors of TGF-b signaling; Potency, µM (series often up to 46.1 µM), for the others: at the highest dose activity, negative = inhibition, usual class: inhibitors; HepG2 CAGA-GFP TGF-b/SMAD3 reporter, GFP fluorescence, 18 h; TGF-beta stimulated, 500 pg/mL final; AID 588855; 410,000 compounds, 1.2% hits; further: potency means the concentration at half of the fitted maximal effect; on the % scale 0 is the no-effect control and ±100 the full control effect; nearly all actives have a fitted effect of over 65% in size
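Inhibition was scored as loss of TGF-beta-induced (500 pg/mL final, 18 hours, 37 degrees C) GFP in HEPG2 cells carrying a CAGA-GFP reporter, in DMEM with 1% FBS. Well GFP was summed per cell; Activity was normalised to unstimulated and stimulated DMSO wells, then concentration-response fitting.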
Numbers without * were called inactive; i = inactive; ? = inconclusive; . = not tested or not shown; & = joins results of further samples; [ ] = another dose, or the depositor's remark. Unless noted, the call rests on the fitted dose curve; in most records, active means well fitted curve in the direction sought with a large enough effect; inconclusive means small, poorly fitted or top-dose-only effect, or another doubt; inactive means no such curve, though single readings can be large; an effect the other way counts as inactive or inconclusive.

Below each SMILES: Nrf2 activator, ATXN2 expr inh, IL2 activator, A549 viability, Nrf2 block, EPAC2 agonist, S2 tox, HepG2 viability, TGFb SMAD3 inh
1	O=S(=O)(NCC1(N2CCOCC2)CCCCC1)c1ccc(Cl)cc1C(F)(F)F
  2.5%, 7%, 0.4, 4%, -18%, -7%, i, 0%, -18%
2	CCC(=O)c1ccc(Oc2ccc(C(=O)c3ccc(C)cc3)cc2[N+](=O)[O-])cc1
  7.4%, -22%, -0.7, 1%, -21%, 4%, ?, -31%, ?
3	C[n+]1c(-c2ccccc2)cc2c(=Cc3ccc([N+](=O)[O-])cc3)c3ccccc3n21
  5.1%, ?, -4.2, ?, ?, 10%, ?, -27%, ?
4	Cc1cccc(/C=C/c2onc(C)c2[N+](=O)[O-])n1
  21%, ?, -2.1, 18µM*, 15µM*, 5%, 18µM*, -166%, 0%
5	Cc1ccc(S(=O)(=O)c2nnn3c2nc(N2CCN(c4ccccc4F)CC2)c2cc(Cl)ccc23)cc1C
  -0.4%, 4%, ., -2%, -11%, ., i, -1%, 8%
6	CCOC(=O)C1=C(CC)OC(N)=C(C#N)C1c1ccc(OC)c(OC)c1OC (stereo not drawn)
  0.1%, -9%, 0.2, 0%, 0%, -6%, i, 0%, ?
7	CC(C)C(NC(=O)c1ccc(F)cc1)C(=O)NC1(C)CCS(=O)(=O)C1 (stereo not drawn)
  -0.4%, ., -0.5, -2%, 1%, -6%, ?, 0%, 23%
8	CCCCNC(=O)c1sc(=S)n2c1[nH]c(=O)c1ccc(C(=O)NCCc3ccc(OC)c(OC)c3)cc12
  -0.8%, ., -0.2, 4%, 17%, 8%, i, 3%, 0%
9	CCC(=O)Nc1cccc(-n2nnnc2SCC(=O)N2CCCCC2)c1
  0.4%, 8%, -2.1, -3%, 14%, 1%, i, -3%, 6%
10	O=C(CN1CCCCCC1)Nc1cccc(NC(=O)CN2CCCCCC2)c1
  -0.4%, ., -0.3, ?, -6%, 3%, i, -5%, 12%
11	O=C(Cc1cccc(NC(=O)C2CCN(C(=O)c3ccccc3)CC2)c1)Nc1cccc(C(=O)N2CCCCC2)c1
  -0.9%, 9%, 0.3, -2%, 3%, 6%, i, 1%, 22%
12	CN(C(=O)c1ccc(OC2CCN(CCc3ccccc3)CC2)cc1)C1CCCCC1
  5.4%, ., 0.5, 2%, 12%, -2%, ?, -12%, -1%
13	Cc1cc(Nc2ccccc2)c2c([N+](=O)[O-])ccc(C)c2n1
  4.5%, 2%, -3.9, 0%, -5%, 6%, i, 1%, -27%
14	CCOc1cc(/C=N/O)cc(Br)c1OCc1ccc(Cl)cc1
  -0.2%, ?, -4.2, ?, ?, -2%, i, -95%, ?
15	CCC(NC(=O)NNC(=O)c1ccncc1)(C(F)(F)F)C(F)(F)F
  -0.3%, 11%, -0.7, 2%, -13%, 10%, i, 1%, 3%
16	C[C@H](NC(=O)c1ncn(C)c1C(=O)N[C@@H](C)c1ccccc1)c1ccccc1
  0.1%, 5%, -0.3, -1%, 8%, 7%, i, 0%, 0%
17	O=Cc1cccn1-c1cccc([N+](=O)[O-])c1
  0.1%, -20%, -4.6, 0%, -8%, 16%, i, -23%, 1%
18	Cc1cccc(Cn2nnc3c(=O)[nH]c(C4CCCN(C(=O)c5ccc(C(C)(C)C)cc5)C4)nc32)c1 (stereo not drawn)
  -3.7%, ?, ., -26%, ?, ., ?, -111%, ?
19	O=C(Nc1ccccc1)Nc1nc(-c2ccccc2)cs1
  0.9%, ., -0.7, ?, ?, 6%, i, 4%, 1%
20	O=C(Cc1c(F)cccc1Cl)NC1=NCCS1
  2.6%, 4%, 0.9, 3%, 4%, 0%, i, -9%, 0%
21	Cc1nn(CC(=O)NNC(=S)NCC2CCCO2)c(C)c1Br (stereo not drawn)
  -1.3%, 23%, 0.1, -6%, ?, -4%, i, 1%, -2%
22	COC(=O)c1ccc(CNC(=O)c2ccc3oc(C(C)C)nc3c2)cc1
  2.7%, 86%[activator], 0.5, 0%, ?, -2%, i, 0%, -27%
23	C=CCOc1nc2c(c(=O)n(C)c(=O)n2C)n1Cc1c(Cl)cccc1Cl
  0.4%, -7%, -0.6, -1%, ?, 3%, i, -16%, -3%
24	COc1cc(Cl)c(C)cc1NC(=O)COc1ccc(C)nc1[N+](=O)[O-]
  1.7%, 36%[activator], -0.9, 1%, ?, -7%, i, -7%, 8%
25	O=C(c1cccc(S(=O)(=O)NCc2ccccc2)c1)N1CCN(c2cccc(C(F)(F)F)c2)CC1
  2.6%, ?, -0.5, ?, ?, 5%, i, -12%, ?
26	COc1ccc(OC)c(C(=O)NC(CC(N)=O)c2ccc(N3CCN(c4ccccc4)CC3)c([N+](=O)[O-])c2)c1 (stereo not drawn)
  -0.1%, -6%, 0.2, -3%, 1%, 6%, i, 1%, 5%
27	C=CCn1c(C)cc(C(=O)CSc2nc(N)cc(N)n2)c1C
  -0.5%, ., -0.7, -1%, -6%, 7%, i, -6%, -9%
28	O=C(NCCCCCCNC(=O)c1cncc(O)c1)c1cncc(O)c1
  0.9%, -3%, -0.8, -11%, 8%, -4%, i, 20%, 6%
29	CCOC(=O)c1c(-c2ccccc2)oc2ccc(OC(C)C(=O)O)cc12 (stereo not drawn)
  2.0%, -12%, 0.6, 4%, -10%, 7%, i, 15%, 0%
30	COc1ccccc1-c1cc(C(=O)NCCCn2ccnc2)no1
  -0.4%, 11%, 0.3, -12%, ?, -1%, i, -2%, -2%
31	CSCc1ccc(C(=O)Nc2cc(C)cc(C)c2)cc1
  0.5%[9.22 µM], 68%[activator], 0.7, 13%, 16%, 1%, i, 0%, -12%
32	CC(C)Cn1cnc2sc3c(c2c1=N)CCCC3
  0.0%, -20%, -0.5, 0%, ., 9%, i, 7%, 17%
33	CCN(C(=O)COC(=O)CCCN1C(=O)c2cccc3cccc(c23)C1=O)C1CCS(=O)(=O)C1 (stereo not drawn)
  -0.7%, 3%, -0.2, -4%, -3%, 8%, i, 41%, -2%
34	COc1ccc(S(=O)(=O)N2CCN(C(=O)C3CCC3)CC2)cc1
  0.2%, 5%, 0.7, 3%, 4%, 0%, i, 3%, -10%
35	Cc1cc(CNC(=O)C2CCC(=O)N(Cc3ccccc3F)C2)on1 (stereo not drawn)
  -0.4%, -3%, -2.0, 9%, 19%, 15%, i, -9%, -8%
36	CCOc1ccccc1NC(=O)C1CCN(C(=O)NCc2ccccc2)CC1
  -0.4%, -3%, 4.4, 5%, -11%, -4%, i, 5%, 0%
37	COc1ccc(N2CCN(c3ncnc4c3[nH]c3ccccc34)CC2)cc1
  3.7%, ?, -0.9, -10%, 5.8µM*, -1%[15.6 µM], i, -3%, -7%
38	CCn1cc(C(=O)NCCCOC(C)C)c(=O)c2cc(S(=O)(=O)N3CCOCC3)ccc21
  0.2%&-0.5%, 9%, 0.0, 7%&16%, 0%&14%, 6%, i, -9%&0%, 2%&0%
39	O=C(NC(Cc1ccccc1)c1ccc2c(c1)OCCCO2)c1ccccc1F (stereo not drawn)
  0.2%, 1%, -0.1, -8%, 11%, 4%, i, -20%, ?
40	Cc1ccc(NCCC(=O)c2ccc(Br)cc2)cc1
  -0.6%, 5%, -0.1, 15%, 17%, -5%, i, 4%, 0%
41	Cc1cccc(NS(=O)(=O)c2ccc(C)c(C(=O)NCC(c3ccco3)N3CCCCC3)c2)c1 (stereo not drawn)
  -0.8%, -16%, -4.3, -4%, ?, -5%, i, -26%, 0%
42	C=CCn1c(SCc2nc(N)nc(N(C)C)n2)nnc1-c1cccnc1
  0.4%, -1%, -0.2, 0%, 8%, 2%, i, -9%, -1%
43	CCOc1ccc(S(=O)(=O)N(CC)CC(=O)NC2CC2)cc1
  -0.9%, 14%, -2.7, 4%, -3%, 7%, i, 7%, -11%
44	Cc1cc(C)cc(S(=O)(=O)c2cnc3ccccc3n2)c1
  22µM*, -18%, -1.0, -4%, 9%, -5%, i, 0%, 8%
45	Cc1ccc(/C=C/c2onc(C)c2S(=O)(=O)N2CCC(C(=O)N3CCOc4ccc(C)cc43)CC2)cc1
  0.4%, ., ., 7%, ., ., ., 0%, -27%
46	Cc1cccc(C)c1N(CC(=O)N1CCCC1)S(C)(=O)=O
  -0.9%, -14%, -0.3, -3%, 0%, -3%, ?, 7%, 8%
47	CCOC(=O)N/N=C/c1ccc(N2CCOCC2)s1
  -0.1%, 16%, -4.0, 5%, 3%, 6%, i, -6%, -2%
48	COCc1[nH]nc2c1C(c1ccc(OC)cc1)C(C#N)=C(N)O2 (stereo not drawn)
  -0.1%, -5%, -1.2, -17%, -15%, 9%, i, -22%, -9%
49	COc1cc(-c2nc(-c3ccccc3)c(-c3ccc(Br)cc3)[nH]2)cc(OC)c1O
  -0.8%, ?, ., -14%, -17%, ., ?, -70%, 13µM*
50	O=C(NCCCn1ccnc1)c1cc(C(=O)C2CC2)c[nH]1
  0.4%, 24%, -0.3, -4%, -6%, -2%, i, 0%, -6%
51	O=C(Nc1ccc(Oc2ccc(C(F)(F)F)cn2)c(Cl)c1)C1CC1
  1.3%, 0%, -2.3, 2%, ?, 3%, i, -29%, -11%
